Assay outcomes from PubChem BioAssay.
LGR2 inh = Drosophila LGR2 receptor signaling inhibition | AID 720647 | inhibition, % at 9.99 µM | HEK293 LGR2, CRE-luciferase, bursicon-stimulated, 4 h | 0.35% of 380,000 active;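 active means drop in luminescence signal, shown as inhibition above about 50% in the replicate tests, limit read from the data, passing the limit was not always enough; inconclusive means probably only some replicates passing the limit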;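 further: agonist challenge used bursicon conditioned medium at about half maximal strength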
SIRT5 block = inhibitors of human sirtuin-5 desuccinylase; Q9NXA8; Purified SirT5, succinyl-peptide AMC, trypsin-coupled fluorescence; inhibition, % at 15 µM; 1.1% of 330,000 active; AID 652115; in the data active means inhibition above about 15%; inconclusive means no clear call, values can overlap the other calls
Target sequence (Q9NXA8 whole entry, looked up): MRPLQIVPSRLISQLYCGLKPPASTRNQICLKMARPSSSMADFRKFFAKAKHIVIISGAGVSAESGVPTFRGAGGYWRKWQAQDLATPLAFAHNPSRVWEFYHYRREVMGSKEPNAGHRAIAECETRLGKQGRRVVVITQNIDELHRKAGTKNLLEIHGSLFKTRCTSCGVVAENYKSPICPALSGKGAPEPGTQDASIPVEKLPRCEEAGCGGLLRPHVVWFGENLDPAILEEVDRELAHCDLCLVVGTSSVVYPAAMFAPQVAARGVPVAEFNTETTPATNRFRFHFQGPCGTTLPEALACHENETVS
EWS-Fli inh = blocks EWS/Fli oncoprotein-driven transcription | A673 NR0B1-luciferase reporter, viability-normalised | inhibition, % at 12.6 µM | 0.67% of 350,000 active | AID 651661;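 active means mean inhibition of at least 50% after viability correction, with every replicate also passing that limit; inconclusive means mean reaches 50% but only one of two replicates passes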;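 further: firefly luciferase signal divided by Alamar Blue viability fluorescence both relative to DMSO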
DENV2 CPE = DENV2-induced cell death inhibition; DENV2-infected cells, cytopathic effect rescue, plate reader; CPE inhibition, % at 9.99 µM; 1.7% of 350,000 active; in the data active means CPE inhibition above about 20%, passing the limit was not always enough; inconclusive means no clear call, values can overlap the other calls; tested in BHK-21 cells;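 further: 0% = median of neutral control wells and 100% = median of positive control wells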
Casp6 inh = blocks human caspase-6 cleavage activity | P55212 | purified caspase-6, Z-VEID-R110 cleavage fluorescence | 0.53% of 350,000 active | inhibition, % at 12.5 µM;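 active means mean inhibition across replicates at least about 35%, with every replicate also reaching that limit, limit read from the data; inconclusive means only one of the two criteria met; inactive means neither criterion met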;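 further: 0% = median of neutral control wells and 100% = no fluorescence left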
Target sequence (P55212 24-179 limits assumed): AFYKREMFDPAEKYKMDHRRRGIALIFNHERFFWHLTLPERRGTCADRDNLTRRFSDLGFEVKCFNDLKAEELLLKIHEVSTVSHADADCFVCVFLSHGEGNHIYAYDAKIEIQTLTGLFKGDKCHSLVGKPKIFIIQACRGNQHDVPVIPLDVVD
Target sequence (P55212 194-293 limits assumed): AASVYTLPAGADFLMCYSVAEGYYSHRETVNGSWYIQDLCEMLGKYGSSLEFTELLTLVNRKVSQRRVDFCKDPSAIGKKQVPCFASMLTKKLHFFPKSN
ARNT TACC3 PPI = disruptors of human ARNT/TACC3 interaction; Q9Y6A5; AlphaScreen His-ARNT PAS-B/GST-TACC3 binding, luminescence; TACC3 fragment carries E629A point mutation; inhibition, % at 9.99 µM; 0.66% of 390,000 active; AID 623870;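 active means mean inhibition of replicates at least 50% and at least half of replicates each reaching 50%; inconclusive means half or more replicates reach 50% but mean below 50%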;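 further: 0% = complete ARNT plus TACC3 wells and 100% = ARNT alone without TACC3; many hits fall short of the cut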
PAX8 inh HTS = inhibitors of PAX8 transcriptional activity in RMG-I cells. RMG-I TPO-luciferase reporter, SteadyGlo, 24 h. inhibition, % at 12.6 µM. 1.2% of 360,000 active;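 active means mean replicate inhibition at least 60% with every replicate also reaching 60%; inconclusive means only one of the two criteria is met; inactive means mean below 60% and not all replicates reaching 60%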;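 further: luciferase light reporting Pax8 driven TPO promoter activity; plate controls were median of neutral control wells for no effect and mitoxantrone controls for full effect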
* = called active by the depositor; & = joins results of further samples.

CCN1C(=O)[C@H]2[C@H]3CN=C(SCc4ccccc4)N3[C@@](C)(C(=O)OC)[C@H]2C1=O was read as LGR2 inh 5, SIRT5 block -9, EWS-Fli inh 36, DENV2 CPE -7, Casp6 inh 2, ARNT TACC3 PPI -5 and PAX8 inh HTS -9.
COc1ccc(CN(C)C(=O)CCc2ccc(S(=O)(=O)N3CCCCCC3)cc2)c(OC)c1 was read as LGR2 inh -9, SIRT5 block 2, EWS-Fli inh 15, DENV2 CPE 2, Casp6 inh 0 and PAX8 inh HTS 25.
Screening Cc1ccc([N+](=O)[O-])c(OCCn2cnc3ccccc32)c1 returned LGR2 inh -7, SIRT5 block 1, EWS-Fli inh 10, DENV2 CPE -1, Casp6 inh 0, ARNT TACC3 PPI -6 and PAX8 inh HTS 5.
For NC(=O)c1ccc(NC(=O)COC(=O)CNC(=O)c2sc3ccccc3c2Cl)cc1 the results were LGR2 inh 3, SIRT5 block -3, EWS-Fli inh -4, DENV2 CPE 1, Casp6 inh 2, ARNT TACC3 PPI -1 and PAX8 inh HTS -10.
Screening COCCNC(=O)C[C@@H]1CC[C@@H]2[C@@H](COc3ccc(NS(=O)(=O)c4ccc(Cl)cc4)cc3C(=O)N2C)O1 returned LGR2 inh -9, SIRT5 block 0, EWS-Fli inh 3, DENV2 CPE -8 and PAX8 inh HTS 3.
For C[C@H]1CN([C@@H](C)CO)C(=O)Cc2cc(NS(=O)(=O)c3cccs3)ccc2O[C@@H]1CN(C)Cc1ccc2c(c1)OCO2 the results were LGR2 inh 6, SIRT5 block 4, EWS-Fli inh -6, DENV2 CPE 2, Casp6 inh 1, ARNT TACC3 PPI -10 and PAX8 inh HTS -4.
For Cc1ccc(N2C(=O)CN(Cc3sccc3C)C2=S)cc1C the results were LGR2 inh 10, ARNT TACC3 PPI -6 and PAX8 inh HTS -9.
For CN(C)C(=S)N=Nc1[nH]c2ccccc2c1O the results were SIRT5 block 0, EWS-Fli inh 61*, DENV2 CPE -2, Casp6 inh -3 and PAX8 inh HTS -78.
Screening Cc1ccc(Cl)cc1N1CCN(Cc2nc3c(c(=O)[nH]c(=O)n3C)n2Cc2ccccc2F)CC1 returned LGR2 inh 19, SIRT5 block -1, EWS-Fli inh 6, DENV2 CPE -2, Casp6 inh -2, ARNT TACC3 PPI 5 and PAX8 inh HTS 40.
`CC(=O)NC(CC(=O)OCC(=O)c1c(N)n(C)c(=O)n(C)c1=O)c1ccccc1` (stereo unspecified) gave LGR2 inh 13, SIRT5 block 11, EWS-Fli inh 2, DENV2 CPE 10, Casp6 inh 0, ARNT TACC3 PPI -1 and PAX8 inh HTS 8.
`Cc1cc(NC(=O)CSc2nccn2C)no1` gave LGR2 inh -5, SIRT5 block -4, EWS-Fli inh 2, DENV2 CPE -4, Casp6 inh 1 and PAX8 inh HTS 20.
`COC(=O)COc1ccc(S(=O)(=O)NCc2ccco2)cc1` gave LGR2 inh -3, Casp6 inh 2 and ARNT TACC3 PPI 1.
Screening CCO/N=C(\N)c1[nH]ncc1Br returned LGR2 inh -13, SIRT5 block -2, EWS-Fli inh -3, DENV2 CPE 4, Casp6 inh 0, ARNT TACC3 PPI -9 and PAX8 inh HTS -6.
CO[C@@H]1CN(C)C(=O)c2ccc(NC(=O)c3ccccc3)cc2OC[C@H](C)N(C(C)=O)C[C@@H]1C was read as LGR2 inh 10, SIRT5 block 1, EWS-Fli inh -5, DENV2 CPE 1 and Casp6 inh 1.
COc1ccc(NC(=O)C(=O)NCC(c2ccco2)N2CCc3ccccc3C2)cc1OC (stereo unspecified) was read as LGR2 inh -12, SIRT5 block 0, EWS-Fli inh 6, DENV2 CPE 4, Casp6 inh 1, ARNT TACC3 PPI 0 and PAX8 inh HTS 26.
`O=[N+]([O-])c1ccc(Nc2c3ccccc3nc3ccccc23)cc1` gave LGR2 inh 14, SIRT5 block -10, EWS-Fli inh -4, DENV2 CPE -5, ARNT TACC3 PPI 0 and PAX8 inh HTS -29.
For O=C(O)C[C@]1(C(=O)Nc2ccc(F)cc2)CC(/C=C/c2ccccc2)=NO1 the results were LGR2 inh -4, SIRT5 block 1, EWS-Fli inh 2, DENV2 CPE -1, Casp6 inh 3, ARNT TACC3 PPI 0 and PAX8 inh HTS -3.
Cc1ccc(C)c(C(=O)COC(=O)c2ccc(C)c(S(=O)(=O)N3CCOCC3)c2)c1 was read as LGR2 inh -3, SIRT5 block -4, EWS-Fli inh 2, DENV2 CPE -1, Casp6 inh 3, ARNT TACC3 PPI 24 and PAX8 inh HTS -11.
`CC=Cc1ccc2n(c1=O)C[C@@H]1[C@@H](CO)[C@H](C(=O)N[C@H](C)c3ccccc3)N(C)[C@H]21` (mixture of isomers) gave LGR2 inh -3, SIRT5 block 2, EWS-Fli inh 2, DENV2 CPE 0, Casp6 inh 1, ARNT TACC3 PPI 6 and PAX8 inh HTS 10.
For C[C@@H]1CN([C@@H](C)CO)C(=O)CCCn2nncc2CO[C@@H]1CN(C)C(=O)c1ccccc1 the results were LGR2 inh -4&-3, SIRT5 block 1&2&0, EWS-Fli inh 3&-1&5, DENV2 CPE inconclusive, Casp6 inh 5&0&1, ARNT TACC3 PPI -14&-5 and PAX8 inh HTS -21&1.
For CC(C)Cn1c2c(c(=O)[nH]c1=O)C(NS(=O)(=O)c1ccc(Cl)cc1)(C(F)(F)F)C(=O)N2 (stereo unspecified) the results were LGR2 inh 4, SIRT5 block -2, EWS-Fli inh 1, DENV2 CPE 0, Casp6 inh 1, ARNT TACC3 PPI -1 and PAX8 inh HTS -3.
For C[C@H](CO)N1C[C@H](C)[C@@H](CN(C)Cc2cncnc2)Oc2ncc(C#C[C@@H](C)O)cc2C1=O the results were LGR2 inh -1, SIRT5 block 4, EWS-Fli inh -4, DENV2 CPE inconclusive, Casp6 inh 3, ARNT TACC3 PPI 19 and PAX8 inh HTS -31.
Screening O=C(NC1CCC1)[C@H]1[C@H](CO)[C@H]2Cn3c(ccc(-c4ccncc4)c3=O)[C@@H]1N2CC1CC1 returned LGR2 inh 23, SIRT5 block -4, EWS-Fli inh 1, DENV2 CPE 10, Casp6 inh -3, ARNT TACC3 PPI -6 and PAX8 inh HTS 1.
For Cc1ccc(C)c(S(=O)(=O)NNC(=O)c2sc(NS(=O)(=O)c3ccccc3)nc2C)c1 the results were LGR2 inh -9, SIRT5 block 2, EWS-Fli inh 4, DENV2 CPE 6, Casp6 inh 10 and PAX8 inh HTS 0.
`Cc1ccc(S(=O)(=O)N(C)C[C@@H]2Oc3ccc(NC(=O)CCN4CCOCC4)cc3C(=O)N([C@@H](C)CO)C[C@H]2C)cc1` gave LGR2 inh -6, SIRT5 block 3, EWS-Fli inh -1, DENV2 CPE 20, Casp6 inh 0, ARNT TACC3 PPI 1 and PAX8 inh HTS -10.
For Oc1ccc(Br)cc1CNc1ccccn1 the results were LGR2 inh -13, SIRT5 block 1, EWS-Fli inh 2, DENV2 CPE 1, Casp6 inh 2, ARNT TACC3 PPI -4 and PAX8 inh HTS -7.
CN(C)CC(=O)Nc1ccc2c(c1)[C@H]1C[C@@H](CC(=O)NCc3ccc(Cl)cc3)O[C@H](CO)[C@H]1O2 was read as LGR2 inh 16, SIRT5 block 5, EWS-Fli inh 1, DENV2 CPE 0, Casp6 inh 1 and ARNT TACC3 PPI -1.
CCCn1c(SCC(=O)NCCc2ccccc2)nnc1C(C)C was read as LGR2 inh -8, SIRT5 block 1, EWS-Fli inh 2, DENV2 CPE -1, Casp6 inh -1, ARNT TACC3 PPI -9 and PAX8 inh HTS -23.
`CN1CCN(C(=O)C[C@@H]2CC[C@@H](NC(=O)c3ccc4c(c3)OCO4)[C@H](CO)O2)CC1` gave LGR2 inh 8, SIRT5 block -1, EWS-Fli inh -2, DENV2 CPE inconclusive, Casp6 inh -3, ARNT TACC3 PPI 8 and PAX8 inh HTS 9.
For NC(=O)c1ccccc1NC(=O)CCN1C(=O)c2ccccc2C1=O the results were LGR2 inh -5, SIRT5 block 1, EWS-Fli inh 1, Casp6 inh -1 and ARNT TACC3 PPI -3.
For CCCCn1c(Nc2ccccc2)nc2ccccc21 the results were LGR2 inh 4, SIRT5 block -6, Casp6 inh 2, ARNT TACC3 PPI -7 and PAX8 inh HTS -14.
`CC(C)(C)NC(=O)C(c1ccc(Cl)cc1)N(CCO)C(=O)c1snc(C(N)=O)c1N` (stereo unspecified) gave LGR2 inh -6, SIRT5 block 0, EWS-Fli inh -3, DENV2 CPE 1, Casp6 inh -2, ARNT TACC3 PPI -8 and PAX8 inh HTS 6.
Screening COc1ccc(CNc2nc3c(c(=O)[nH]c(=O)n3C)n2CCCc2ccccc2)cc1 returned LGR2 inh -1, SIRT5 block 0, Casp6 inh -1 and ARNT TACC3 PPI -4.
Cc1ccc(S(=O)(=O)Nc2ccc3c(c2)C(=O)N([C@H](C)CO)C[C@H](C)[C@@H](CN(C)Cc2ccc(C(F)(F)F)cc2)OCCCC[C@H](C)O3)cc1 was read as LGR2 inh 21, SIRT5 block 21*, EWS-Fli inh 69*, DENV2 CPE -20, Casp6 inh 4, ARNT TACC3 PPI 8 and PAX8 inh HTS 97*.
For CCOC(=O)C1=C(N)Oc2ccc3ccccc3c2C1c1ccc(O)cc1 (stereo unspecified) the results were LGR2 inh 0, SIRT5 block -4, EWS-Fli inh 7, DENV2 CPE -4, Casp6 inh 1, ARNT TACC3 PPI 1 and PAX8 inh HTS 21.
`CON(C)S(=O)(=O)c1cccc(C(=O)Oc2ccc(N(C)S(=O)(=O)c3ccccc3)cc2)c1` gave LGR2 inh 1, SIRT5 block -1, EWS-Fli inh -1, DENV2 CPE -2, Casp6 inh -2, ARNT TACC3 PPI 0 and PAX8 inh HTS -14.
Screening COc1ccc(/C=C2\C(=N)N3N=C(CC(=O)N4CCCCC4)SC3=NC2=O)cc1 returned LGR2 inh -20, SIRT5 block 7, EWS-Fli inh 4, DENV2 CPE 1, Casp6 inh -1, ARNT TACC3 PPI -1 and PAX8 inh HTS -12.
COC(=O)c1ccc2nc(-c3ccc(C)cc3)c(Cc3ccccc3OC)n2c1 was read as LGR2 inh -43, SIRT5 block 10, EWS-Fli inh -17, DENV2 CPE -4, Casp6 inh -2 and PAX8 inh HTS 5.
Cc1nn(-c2ccccc2)c(Cl)c1/C=N/NC(N)=O was read as LGR2 inh -17, SIRT5 block -4, EWS-Fli inh -16, DENV2 CPE 14, Casp6 inh 0, ARNT TACC3 PPI -7 and PAX8 inh HTS -39.
For COc1ccccc1/C=C/C(=O)NC(=S)NC(C)C the results were LGR2 inh -4, SIRT5 block -1, EWS-Fli inh 4, DENV2 CPE 3, Casp6 inh 22, ARNT TACC3 PPI 4 and PAX8 inh HTS -14.
`COc1cccc(C(C)(O)c2nc(-c3ccccc3OC)cs2)c1` (stereo unspecified) gave LGR2 inh 14, SIRT5 block -3, EWS-Fli inh 0, DENV2 CPE -8, Casp6 inh 1 and PAX8 inh HTS -7.
Cc1ccccc1S(=O)(=O)N1CCCCN2[C@H](C1)[C@H](c1ccc(-c3cncnc3)cc1)[C@@H]2CO was read as LGR2 inh 9, SIRT5 block -3, DENV2 CPE 2, Casp6 inh 3, ARNT TACC3 PPI 4 and PAX8 inh HTS -3.
For Cc1ccccc1-c1ccc(C2[C@@H]3CN(C(=O)Nc4ccc(F)cc4)C[C@H]2N3)cc1 (stereo partly specified) the results were LGR2 inh 19, EWS-Fli inh -2&21, DENV2 CPE -12&-12 and PAX8 inh HTS inconclusive.

3 structures out of the list, ordered by formula weight, lowest first.
`COc1cccc(C(C)(O)c2nc(-c3ccccc3OC)cs2)c1` (stereo unspecified) gave LGR2 inh 14, SIRT5 block -3, EWS-Fli inh 0, DENV2 CPE -8, Casp6 inh 1 and PAX8 inh HTS -7.
`CC(C)(C)NC(=O)C(c1ccc(Cl)cc1)N(CCO)C(=O)c1snc(C(N)=O)c1N` (stereo unspecified) gave LGR2 inh -6, SIRT5 block 0, EWS-Fli inh -3, DENV2 CPE 1, Casp6 inh -2, ARNT TACC3 PPI -8 and PAX8 inh HTS 6.
Cc1ccc(S(=O)(=O)Nc2ccc3c(c2)C(=O)N([C@H](C)CO)C[C@H](C)[C@@H](CN(C)Cc2ccc(C(F)(F)F)cc2)OCCCC[C@H](C)O3)cc1 was read as LGR2 inh 21, SIRT5 block 21*, EWS-Fli inh 69*, DENV2 CPE -20, Casp6 inh 4, ARNT TACC3 PPI 8 and PAX8 inh HTS 97*.
